Assay outcomes deposited in PubChem by The Scripps Research Institute Molecular Screening Center.
TEAD-YAP block: TEAD-YAP interaction inhibition; HEK-TIYL cells, TEAD-Gal4/YAP UAS-luciferase luminescence; inhibition, % at 9.12 µM; 1.4% of 640,000 active; in the data active means inhibition above about 32%;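 further: 0% = median of test compound wells and 100% = reference inhibitor wells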
GPR151 activ: human GPR151 activation. PathHunter beta-arrestin GPR151 cells, luminescence. 1% of 650,000 active. activation, % at 11.2 µM. AID 1508602. Q8TDV0; in the data active means activation above about 4.9%;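 further: 0% = median of compound wells and 100% = cells with positive control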
Target sequence (Q8TDV0 whole entry, looked up): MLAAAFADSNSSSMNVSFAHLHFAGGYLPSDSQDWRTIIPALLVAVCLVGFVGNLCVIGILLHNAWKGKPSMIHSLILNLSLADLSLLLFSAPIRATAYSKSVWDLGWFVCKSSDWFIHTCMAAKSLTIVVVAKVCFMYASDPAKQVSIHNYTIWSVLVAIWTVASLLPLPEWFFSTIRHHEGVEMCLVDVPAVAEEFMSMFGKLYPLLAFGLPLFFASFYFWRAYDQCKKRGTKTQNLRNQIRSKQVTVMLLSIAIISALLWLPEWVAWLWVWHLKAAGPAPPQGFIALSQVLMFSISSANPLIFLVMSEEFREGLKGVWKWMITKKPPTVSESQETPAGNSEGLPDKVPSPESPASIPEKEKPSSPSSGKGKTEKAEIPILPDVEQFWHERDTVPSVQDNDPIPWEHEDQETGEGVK
FBW7 act: activators of human E3 ligase FBW7. AlphaScreen FBW7–phospho-cyclin E peptide binding, activator screen. 0.13% of 650,000 active. normalized activity (activation), % at 26.1 µM. Q969H0; in the data active means normalized activity above about 1.9%;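 further: purified mutant Fbw7 with reduced substrate affinity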
MITF inh: inhibitors of human MITF | O75030 | AlphaScreen MITF homodimerization, bead proximity signal | inhibition, % at 2.6 µM | 0.91% of 650,000 active | AID 1259374; in the data active means inhibition above about 50%;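 further: 0% = vehicle wells with protein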
Target sequence (O75030 whole entry, looked up): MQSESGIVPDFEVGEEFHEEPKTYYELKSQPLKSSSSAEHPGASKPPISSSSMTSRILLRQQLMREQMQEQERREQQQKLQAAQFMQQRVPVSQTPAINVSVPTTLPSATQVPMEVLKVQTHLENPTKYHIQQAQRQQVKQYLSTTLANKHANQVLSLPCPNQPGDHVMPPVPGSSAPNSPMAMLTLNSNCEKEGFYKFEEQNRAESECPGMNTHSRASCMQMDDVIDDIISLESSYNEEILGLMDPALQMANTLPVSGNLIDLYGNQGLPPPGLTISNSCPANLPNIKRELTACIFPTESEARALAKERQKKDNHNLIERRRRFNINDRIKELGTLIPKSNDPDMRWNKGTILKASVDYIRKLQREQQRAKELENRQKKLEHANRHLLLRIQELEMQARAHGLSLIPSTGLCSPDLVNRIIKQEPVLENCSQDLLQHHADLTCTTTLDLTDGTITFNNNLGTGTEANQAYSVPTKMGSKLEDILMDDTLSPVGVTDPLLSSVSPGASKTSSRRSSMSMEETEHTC
* = called active by the depositor; . = not tested or not shown. No enrichment for hits; 3.5% or so of the library scored in one or more.

Results follow in this order: TEAD-YAP block, FBW7 act, GPR151 activ, MITF inh
> CCOc1ccc(C(=O)Nc2ccc(N3CCN(C(C)=O)CC3)cc2)cc1Br
→ 7.0, -0.8, 1.5, -1.1
> CS(=O)(=O)N1CCN(Cc2nnnn2-c2ccccc2)CC1
→ 2.9, 0.0, -2.4, -10.7
> CCc1c(C)nc2ncnn2c1N1CCN(c2ccccc2OC)CC1
→ 5.9, -0.1, 1.1, 7.3
> CCN(CC)CC(=O)NC(C)c1cnn(-c2ccccc2C)c1C (stereo not given)
→ -9.4, 0.0, 1.0, -5.9
> Cc1ccc(-n2c(=S)sc3c(=O)n(-c4ccc(F)cc4)c(SCC(=O)c4ccc(Cl)cc4)nc32)cc1C
→ 2.7, -0.1, -0.6, 1.7
> O=C(Nc1ccc2c(c1)CN(S(=O)(=O)c1cccnc1)CC2)c1ccccc1Cl
→ 46.0*, -0.2, 3.2, -5.7
> O=C(Oc1ccc2c(c1)OCO2)c1cc([N+](=O)[O-])ccc1Cl
→ -4.4, -0.3, -1.5, -4.0
> Cc1ccc(NC(=O)c2ccncc2)c(Br)c1
→ -6.1, 0.0, -0.5, 13.5
> O=C(NNC(=O)C1CCCN(S(=O)(=O)c2cccc(F)c2)C1)C1CC1 (stereo not given)
→ 7.3, 0.7, -0.8, 4.8
> CCSCCOC(=O)C1=C(C)NC2=C(C(=O)CC(c3ccc(OC)cc3)C2)C1c1ccc(Br)cc1 (stereo not given)
→ -3.2, 0.2, -0.4, -14.7
> COc1cccc(C2C(C(C)=O)=C(O)C(=O)N2CCNCCO)c1 (stereo not given)
→ 8.7, -0.2, -0.4, 10.2
> O=C(CSc1nnc(-c2cccnc2)o1)Nc1ccc2c(c1)OCCO2
→ -17.4, 0.0, -1.6, -1.4
> COC(=O)C(CC(C)C)NC(=O)c1ccco1 (stereo not given)
→ 2.5, -0.1, -1.5, -6.9
> CCOC(=O)c1nn(-c2ccc(F)cc2)cc1O
→ -34.4, 0.1, -1.2, -18.5
> Cc1nnc(Nc2ccc3c(c2)OCO3)c2ccccc12
→ -52.2, 0.1, -0.4, -0.8
> COc1cc(C(=O)NCc2ccc(C(=O)NCCN3CCOCC3)cc2)cc(OC)c1OC
→ -3.9, 0.0, 2.6, 10.3
> Cn1c(SCC(N)=O)nc2c1c(=O)n(Cc1ccccc1Cl)c(=O)n2C
→ 8.3, 0.4, 0.4, 26.9
> Cc1cc2oc(=O)cc(CN3CCCCC3)c2cc1C
→ -3.9, 0.1, 1.2, 2.8
> CN1C(=O)c2ccc(NC(=O)c3ccc([N+](=O)[O-])s3)cc2C1=O
→ 19.1, 0.1, 0.0, 12.7
> Cc1nn(C)c(C)c1S(=O)(=O)N(CC(=O)N1CCN(C)CC1)c1ccc(C(C)C)cc1
→ -5.2, -0.3, -0.6, -6.7
> COC(=O)c1cc(=O)c2c(SC)nc(-c3ccccc3)nc2[nH]1
→ 5.2, 1.0, 0.4, 14.0
> O=C(/C=C/c1ccc(F)cc1)NCC1CCN(C(=O)/C=C/c2ccc(F)cc2)CC1
→ -26.7, 0.1, 1.1, 13.2
> CCOC(=O)CNc1nc(Cl)nc(Nc2ccc(Cl)cc2)n1
→ 8.5, 0.0, 2.3, 6.4
> CCOC(=O)CC(NC(=O)c1ccc([N+](=O)[O-])cc1)c1ccc(C)cc1 (stereo not given)
→ 5.5, 0.0, -0.6, -1.2
> Cc1ccc(-c2cc(C(F)(F)F)n3nc(C(=O)Nc4cc(Cl)cc(Cl)c4)cc3n2)cc1
→ 2.2, -0.1, -0.9, -0.6
> COC(=O)c1ccccc1NC(=O)CN1C(=O)CSC1=O
→ -5.1, 0.4, 3.0, -6.1
> CCOC(=O)C1CCCN(C(=O)Cn2cc(NC(=O)c3ccccn3)cn2)C1 (stereo not given)
→ -2.6, 0.1, -0.8, 4.8
> O=C(C1CCC1)N1CCN(C2=NN=C(c3ccccc3)CS2)CC1
→ -25.0, -0.6, -1.7, 6.1
> CCOc1cc(C2c3c(-c4ccccc4O)n[nH]c3C(=O)N2CCCOC)ccc1O (stereo not given)
→ 3.4, 0.5, -0.3, 0.8
> COCCNC(=O)c1cc(Cl)ccc1[N+](=O)[O-]
→ 7.2, 0.0, -0.3, -8.0
> S=C(N/N=C/c1ccc[nH]1)NC1CCCCC1
→ -15.6, -0.3, -0.7, 2.9
> Cc1ccc(C(=O)Nc2ccccc2C(=O)O)cc1S(=O)(=O)NC1CCCCC1
→ 3.7, -0.1, 3.0, 6.9
> O=C1C(=O)c2ccccc2/C1=C\c1cccs1
→ 8.6, -0.1, 1.2, 34.2
> O=[N+]([O-])c1ccc2c(c1)S(=O)(=O)N=C2Nc1ccccc1
→ 10.0, 0.0, 1.5, 2.2
> Cc1ccc(-c2noc(CCC(=O)N(C)c3ccc(Cl)cc3)n2)cc1
→ 4.2, -0.5, 0.5, -0.5
> CCOc1ccc2c(c1)C(=C1SC(C(=O)OC)=C(C(=O)OC)S1)C(=S)C(C)(C)N2C(=O)c1ccccc1
→ 3.9, 0.0, -1.1, -1.5
> CCCN(CCC)S(=O)(=O)c1ccc(C(=O)Nc2nccs2)cc1
→ -1.5, -0.1, -0.1, 0.8
> COc1ccccc1Cn1c(=S)[nH]c2cc(C(=O)NC3CCCC3)ccc2c1=O
→ -6.2, -0.2, -0.4, -7.8
> CCOc1cc(-c2nc3c(c(CC)nn3-c3ccccc3)c3cc(OC)c(OC)cc23)ccc1O
→ 2.6, -0.1, 0.0, -11.4
> CC(=O)c1cccc(NC(=O)N2CCCC2C(=O)NCC(C)C)c1 (stereo not given)
→ 1.0, 0.0, -0.4, 7.3
> O=C1OC(c2ccc(I)cc2)=N/C1=C\c1ccc2ccccc2c1
→ 8.3, 0.0, 0.7, 6.5
> NC(=O)c1c(NC(=O)c2ccc(N3CCCCC3)c([N+](=O)[O-])c2)sc2c1CCCC2
→ 17.5, -0.1, 1.4, -5.2
> CCn1c(=O)n(CC(=O)NCCc2ccccc2)c2cccnc21
→ -7.4, 0.0, -0.7, 4.0
> O=C(c1ccc(C(F)(F)F)cc1)N1CCN(c2ccccc2)CC1
→ -0.4, 0.0, 1.1, 9.5
> COc1ccc(/C=N\N2CCN(c3ccc(Cl)cc3)CC2)cc1OC
→ 3.8, -0.1, 1.0, -9.1
> O=C(Nc1ccc(-c2nc3ccccc3s2)cc1)c1cccc(Br)c1
→ -6.7, 0.0, -0.8, -6.2
> CCCC(=O)OCC(=O)Nc1ccccc1C#N
→ -0.6, 0.6, 1.3, -0.8
> CCc1cnc2c(c1OC)c(=O)n(Cc1ccccn1)c(=O)n2C
→ -2.6, 0.0, 1.6, -2.3
> CC(C)Oc1ccc(N2CC(C(=O)Nc3nccs3)CC2=O)cc1 (stereo not given)
→ -4.5, -0.2, -0.2, -10.7
> CCOc1ccc(CC(=O)NC2CCCCC2)cc1OCC
→ -4.1, 0.7, -0.1, 13.2

Continuation:
Results follow in this order: TEAD-YAP block, FBW7 act, GPR151 activ, MITF inh
> COc1ccc(/C(O)=C(\C#N)c2nc3ccccc3c(=O)[nH]2)cc1
→ -46.9, 0.2, -1.8, -8.4
> Cc1ccc(CSCC2Nc3ccc(C(=O)N4CCN(c5ccc(F)cc5)CC4)cc3NC2=O)cc1 (stereo not given)
→ -7.2, -0.2, 2.4, 2.5
> Cc1cccc(CNCc2ccco2)c1
→ 4.1, 0.2, 0.0, 1.4
> Cc1cc(=O)cc(C)n1-c1ccc(F)cc1F
→ -8.8, 0.6, -0.3, 11.9
> Cc1nnnn1CC(=O)Nc1ccc([N+](=O)[O-])cc1
→ 15.3, 0.1, -1.5, 0.1
> CN(C)c1cccc(O[C@H]2C=C[C@@H](C#Cc3ccccc3)O[C@@H]2CO)c1
→ ., 0.0, 2.4, 5.9
> N#Cc1ccc(Cl)cc1NC(=O)CCl
→ 30.6, 0.0, -1.3, 3.6
> COc1ccccc1N1CCN(C(=O)CN(c2ccc(C)cc2)S(=O)(=O)c2ccc(F)cc2)CC1
→ -6.3, -0.1, -1.9, -5.9
> COc1cc2nc(NCc3cccnc3)n3nc(-c4cccnc4)nc3c2cc1OC
→ -9.5, -0.1, 0.1, -7.8
> COc1ccc(CCNC(CC(=O)Nc2cccc(Cl)c2C)C(=O)O)cc1 (stereo not given)
→ 4.2, 0.0, 0.1, -0.4
> CC(=O)N(C)c1ccc(NC(=O)COc2ccc(C(C)(C)C)cc2)cc1
→ 6.2, 0.1, 3.0, 12.1
> Cc1cc(C)nc(SCCS(=O)c2ccc(C(C)(C)C)cc2)n1 (stereo not given)
→ 0.9, 0.0, 1.6, 0.6
> COc1ccc(CCN=C2CCc3ccccc3N2)cc1OC
→ 5.2, 0.0, -1.5, -3.3
> Cc1onc(-c2c(Cl)cccc2Cl)c1C(=O)N1CCN(c2ccc([N+](=O)[O-])cc2)CC1
→ 6.9, 0.2, 0.8, 5.5
> CCc1oc2cc(OC(C)C(=O)OC)ccc2c(=O)c1-c1ccc2c(c1)OCCO2 (stereo not given)
→ -4.8, -0.1, -0.6, -6.4
> Cc1ccc(C(=O)N2CCOCC2)c(C)c1
→ -1.0, 0.6, 0.4, 9.8
> CSCCC(=O)Nc1nn2cnnc2s1
→ -6.8, -0.1, -5.8, 4.7
> COc1ccc(N2CCN(C(=O)c3ccc(N4CC5CC(C4)c4cccc(=O)n4C5)c(NC(=O)c4ccccc4Cl)c3)CC2)cc1 (stereo not given)
→ -15.1, 0.0, -0.6, 6.6
> COc1ccc(F)cc1S(=O)(=O)N1CC(C)OC(C)C1 (stereo not given)
→ -5.2, -0.2, -0.3, -6.2
> CC1=C(C(=O)N2CCCCC2)C(c2ccc(Br)cc2)C2=C(CCCC2=O)N1 (stereo not given)
→ 2.8, -0.2, 0.3, 4.3
> CCC(C)(C)NC(=O)C(c1cccnc1)N(C(=O)c1csnn1)c1ccccc1 (stereo not given)
→ 0.2, -0.1, 0.4, -13.1
> Cc1ccc(NC(=S)NC(=O)/C=C/c2ccc(F)cc2)c(Br)c1
→ 7.6, 0.2, 0.5, 9.6
> Cc1cc(OCC(=O)O/N=C(\N)c2ccccc2)cc(C)c1Cl
→ -5.3, 0.1, -0.2, 9.0
> COc1ccc2c(c1)CC(c1nc(N3CCOCC3)c3ccc(-c4cn[nH]c4C)cc3n1)CO2 (stereo not given)
→ 16.3, 1.1, 0.0, 5.9
> CCc1ccccc1-n1nnc(C(=O)OC)c1C(=O)OC
→ 2.1, -0.1, 0.2, 2.8
> CCc1c(C)nc(SCC(=O)N2CCCC2)[nH]c1=O
→ 6.2, 0.1, -0.7, 15.3
> Cn1cnc([N+](=O)[O-])c1S(=O)CC#N (stereo not given)
→ 55.5*, 0.2, -0.3, 14.4
> O=C(NCCO)c1ccnc(-c2ccc(N3CCOCC3)nc2)c1
→ -15.5, -0.1, 0.6, 1.3
> CCNc1nc2ccc(C(=O)Nc3ccc4c(c3)OCO4)cc2s1
→ -34.1, 0.0, -1.7, 6.2
> Nc1cccc(-c2nc(Nc3ccc(Oc4ccccc4)cc3)c3ncn(C4CCCCC4)c3n2)c1
→ 4.5, 0.4, -1.1, 37.0

Full records as entered above.
Cc1cc(OCC(=O)O/N=C(\N)c2ccccc2)cc(C)c1Cl across the screens: TEAD-YAP block: -5.3; FBW7 act: 0.1; GPR151 activ: -0.2; MITF inh: 9.0
Cn1cnc([N+](=O)[O-])c1S(=O)CC#N (stereo not given) across the screens: TEAD-YAP block: 55.5*; FBW7 act: 0.2; GPR151 activ: -0.3; MITF inh: 14.4

New compounds follow.
Results follow in this order: TEAD-YAP block, FBW7 act, GPR151 activ, MITF inh
> S=C(NCCCn1cccn1)Nc1cccc2ccccc12
→ -4.5, -0.1, -0.9, -0.9
> CCCSc1[nH]c(=O)c(C(=O)O)cc1C#N
→ 6.8, -0.2, -0.4, 10.4
> CCOc1ccc(OCc2ccc(C(=O)NNC(=O)C3CC3)cc2)cc1
→ -39.3, 0.2, -2.3, 6.3
> CC(=O)c1cc(Cl)ccc1OC(=O)c1ccccc1Cl
→ 3.6, -0.1, -0.3, 9.7
> CCCCOc1ccc(C(=O)N/C(=C/c2ccco2)C(=O)NCC(=O)O)cc1
→ 11.7, -0.1, 0.2, 6.8
> COc1cc(C)nc(N(Cc2ccccc2)S(=O)(=O)c2ccc(C)cc2)n1
→ -2.4, 0.2, 1.1, -12.1
> COC(=O)c1ccc(C2C(C(=O)OC(C)C)C(=O)CC(C)(O)C2C(=O)OC(C)C)cc1 (stereo not given)
→ 5.4, 0.0, 1.6, -4.8
> N#CC1=C(N)N(c2cccc(C(F)(F)F)c2)C2=C(C(=O)CCC2)C1c1ccc(Br)s1 (stereo not given)
→ 14.9, 0.1, 2.4, 11.2
> c1cncc(CNc2nccc(Nc3ccc(N4CCOCC4)cc3)n2)c1
→ 1.7, -0.1, -0.9, 16.2
> N#C/C(=C\c1ccc(-c2ccc(F)cc2)o1)C(=O)N1CCCCC1
→ -44.0, -0.1, -0.2, -6.4
